Assay outcomes: PubChem BioAssay, National Center for Advancing Translational Sciences (NCATS)
Pol kappa inh = inhibitors of human DNA polymerase kappa; Q9UBT6; Potency, µM (top dose mostly 107 µM), for the others: top-dose activity, negative = inhibition, most hits filed as inhibitors; 0.53% of 400,000 active; purified Pol kappa, fluorescent DNA synthesis assay, 10 min; AID 588579; further: on the % scale 0 is the no-effect control and ±100 the full control effect
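Readout: fluorescence, taken kinetically at 0 and 10 min. Conditions: 10 nM Pol kappa, 15 min RT compound preincubation, 50 nM substrate final. Controls: enzyme-free buffer wells.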
POLI inh = DNA polymerase iota (human) inhibition; Q9UNA4; Pol iota fluorescent replication assay, 10 min; Potency, µM (doses to about 115 µM), inactives show at the highest dose activity, negative = inhibition, actives largely listed as inhibitors; 1% of 390,000 active; AID 588590
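Fluorescent replication assay read twice, at 0 min and 10 min after adding 50 nM (final) substrate. Enzyme (10 nM) and compounds were first incubated 15 min at room temperature; enzyme-free buffer wells were negative controls.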
APE1 inh = APE1 (human) endonuclease inhibition; P27695; recombinant APE1, TAMRA/BHQ-2 abasic DNA cleavage fluorescence; Potency, µM (series often up to 65.8 µM), for inactives: top-dose activity change, negative = inhibition, most hits filed as inhibitors; 0.35% of 350,000 active; AID 2517;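 further: plate controls were vehicle for no effect and reference inhibitor for full effect; nearly all actives have a fitted effect of over 55% in size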
Target sequence (P27695 whole entry, looked up): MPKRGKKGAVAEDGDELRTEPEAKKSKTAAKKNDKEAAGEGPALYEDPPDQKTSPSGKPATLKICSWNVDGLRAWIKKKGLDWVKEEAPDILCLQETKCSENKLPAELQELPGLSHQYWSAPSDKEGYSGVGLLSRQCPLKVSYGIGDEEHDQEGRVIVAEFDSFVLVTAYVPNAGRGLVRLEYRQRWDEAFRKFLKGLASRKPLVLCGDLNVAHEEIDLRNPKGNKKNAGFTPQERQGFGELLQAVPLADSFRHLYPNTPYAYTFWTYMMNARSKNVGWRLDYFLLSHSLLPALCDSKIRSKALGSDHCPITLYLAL
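Activity was derived from the fluorescence gain between first and third kinetic reads (60 s intervals, ex 525/em 598 nm) after 50 nM THF-abasic TAMRA/BHQ-2 duplex was added to 0.75 nM APE1 preincubated 15 min with compound.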
BAZ2B inh = inhibitors of human BAZ2B bromodomain. Q9UIF8. AlphaScreen BAZ2B-H3K14Ac peptide displacement. Potency, µM (doses to about 114 µM), for the others: at the highest dose activity change, negative = inhibition, actives largely listed as inhibitors. 4.4% of 360,000 active; further: on the % scale 0 is the no-effect control and ±100 the full control effect; nearly all actives have a fitted effect of over 60% in size
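Protein-peptide AlphaScreen: BAZ2B 50 nM, b-H3K14Ac 50 nM, 1x PBS pH 7.4 + 0.01% Tween-20. Preincubation 30 min RT; cpd 30 min RT (top 110 uM); beads 20 min RT, light-protected.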
POLB inh = blocks human DNA polymerase beta activity; P06746; Pol beta primer extension/strand displacement, fluorescence kinetic; Potency, µM (titrated, usually from 114 µM), inactives show at the top dose activity change, negative = inhibition, hits mostly inhibitors; 1.3% of 340,000 active; AID 485314; further: on the % scale 0 is the no-effect control and ±100 the full control effect
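Enzyme-only controls used 10 nM Pol beta; buffer lacking enzyme served as negative control. Compound preincubated 15 min, then 50 nM substrate added; 0 and 10 min reads at room temperature.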
G9a inh = inhibitors of human histone lysine methyltransferase G9a | Q96KQ7 | G9a H3K9 monomethylation, AlphaScreen, 2 h | Potency, µM (top dose mostly 102 µM), for inactives: top-dose activity, negative = inhibition, most hits filed as inhibitors | 8.8% of 350,000 active | AID 504332; further: on the % scale 0 is the no-effect control and ±100 the full control effect; nearly all actives have a fitted effect of over 75% in size
Target sequence (Q96KQ7 913-1193 limits assumed): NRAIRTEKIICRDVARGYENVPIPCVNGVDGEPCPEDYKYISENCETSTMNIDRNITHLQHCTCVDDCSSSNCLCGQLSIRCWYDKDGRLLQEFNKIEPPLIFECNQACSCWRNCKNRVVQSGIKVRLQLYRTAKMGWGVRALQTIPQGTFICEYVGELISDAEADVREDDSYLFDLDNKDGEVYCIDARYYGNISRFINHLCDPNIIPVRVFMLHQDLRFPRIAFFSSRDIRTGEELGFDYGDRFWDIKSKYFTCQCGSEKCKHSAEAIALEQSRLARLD
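Using a bead-based AlphaScreen, monomethylated H3K9 product from 2 h room-temperature reactions (G9a 20 nM, peptide 500 nM, SAM 20 uM) was detected with 0.5 ug/mL rabbit anti-H3K9me1 antibody.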
Apoferritin bind = binds horse apoferritin like a general anesthetic | P02791 | apoferritin/1-aminoanthracene competitive binding, fluorescence | Potency, µM (doses to about 77.5 µM), without a hit: top-dose activity change, negative = displacement, actives largely listed as inhibitors | 0.074% of 350,000 active; further: on the % scale 0 is the no-effect control and ±100 the full control effect; nearly all actives have a fitted effect of over 20% in size
Target sequence (P02791 2-175 limits assumed): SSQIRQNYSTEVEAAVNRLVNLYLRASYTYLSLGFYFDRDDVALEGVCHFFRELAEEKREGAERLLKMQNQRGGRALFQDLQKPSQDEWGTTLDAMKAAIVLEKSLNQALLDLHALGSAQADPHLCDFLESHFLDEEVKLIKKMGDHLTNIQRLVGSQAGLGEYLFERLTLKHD
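Probe: 1-aminoanthracene (50% saturated, PBS). Protein: horse-spleen apoferritin, 10 uM. Incubation: 10 min, room temperature. Detection: 380 nm excitation, 535 nm emission. Analysis: normalized response, four-parameter Hill.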
Pol eta inh = inhibitors of human DNA polymerase eta; 1.2% of 390,000 active; recombinant Pol eta, fluorescent DNA replication assay; Q9Y253; Potency, µM (titrated, usually from 114 µM), without a hit: at the highest dose activity change, negative = inhibition, most hits filed as inhibitors; AID 588591; further: on the % scale 0 is the no-effect control and ±100 the full control effect
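Fluorescent replication assay: 50 nM final substrate added after a 15 min room-temperature compound preincubation with 10 nM enzyme. Signal taken at 0 min and again at 10 min.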
BLM helicase inh = inhibitors of human Bloom syndrome helicase BLM; P54132; recombinant BLM DNA unwinding, fluorescence dequenching; 0.2% of 350,000 active; Potency, µM (top dose mostly 56.1 µM), without a hit: at the highest dose activity change, negative = inhibition, most hits filed as inhibitors; AID 2528;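 further: plate controls were vehicle for no effect and no enzyme for full effect; nearly all actives have a fitted effect of over 35% in size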
Numbers without * were called inactive; ? = inconclusive; . = not tested or not shown; [ ] = remark or other dose. The call rests on the fitted dose curve; in most records, active means well fitted curve in the direction sought with a large enough effect; inconclusive means small, poorly fitted or top-dose-only effect, or another doubt; inactive means no such curve, though single readings can be large; an effect the other way counts as inactive or inconclusive. Potency means the concentration at half of the fitted maximal effect.

The first two entries, ahead of the listing:
Assay codes: A = Pol kappa inh; B = POLI inh; C = APE1 inh; D = BAZ2B inh; E = POLB inh; F = G9a inh; G = Apoferritin bind; H = Pol eta inh; I = BLM helicase inh
Cc1ccc(C)c(NS(=O)(=O)c2cc(C(=O)NCc3ccco3)ccc2C)c1
  A = -2%; B = 35%[activator]; C = -10%; D = ?; E = -3%; F = 5%[2.33 µM]; G = ?; H = -26%; I = -5%
CCCCCSc1nc(C)c(CC(=O)O)c(=O)[nH]1
  A = -16%; B = 29%; C = -3%; D = 3%; E = 28%; F = ?; G = 1%; H = -5%; I = 4%

This part in full (from the top)
Assay codes: A = Pol kappa inh; B = POLI inh; C = APE1 inh; D = BAZ2B inh; E = POLB inh; F = G9a inh; G = Apoferritin bind; H = Pol eta inh; I = BLM helicase inh
Cc1ccc(C)c(NS(=O)(=O)c2cc(C(=O)NCc3ccco3)ccc2C)c1
  A = -2%; B = 35%[activator]; C = -10%; D = ?; E = -3%; F = 5%[2.33 µM]; G = ?; H = -26%; I = -5%
CCCCCSc1nc(C)c(CC(=O)O)c(=O)[nH]1
  A = -16%; B = 29%; C = -3%; D = 3%; E = 28%; F = ?; G = 1%; H = -5%; I = 4%
Cc1ccc(C)c(Cn2cnc3ccccc3c2=O)c1
  A = -18%; B = -1%; C = .; D = 6%; E = -1%; F = 2%[59 µM]; G = ?; H = -7%; I = -5%
COc1ccc(CNc2cc(-c3ccccc3CN(C)C)ncn2)c(OC)c1
  A = -3%[60.1 µM]; B = .; C = 2%; D = .; E = .; F = .; G = 3%; H = .; I = 11%
COc1ccc(S(=O)(=O)N2CCN(CC(=O)Nc3ccc(F)c(F)c3)CC2)cc1
  A = -6%; B = -1%; C = 10%; D = 8%; E = 3%; F = 45µM*; G = -8%; H = -7%; I = -5%
Cc1ccccc1NC(=O)Cn1c(=O)n(Cc2ccc3c(c2)OCO3)c(=O)c2ccccc21
  A = 1%; B = 14%; C = .; D = ?; E = -27%; F = 6%[59 µM]; G = -3%; H = -15%; I = -4%
CC(NC(=O)CN(C)S(=O)(=O)c1cccc2nsnc12)c1ccccc1 (stereo unspecified)
  A = 4%; B = 11%; C = 43%; D = -4%; E = 0%; F = 1%; G = -10%; H = -13%; I = 2%
Cc1ccc(C(=O)NCCCn2ccnc2)cn1
  A = -1%; B = -5%; C = 3%; D = 50µM*; E = -13%; F = -5%; G = 1%; H = -7%; I = 0%
Cc1cc(C)cc(OCc2nnc(N)s2)c1
  A = 6%; B = 46%[activator]; C = -9%; D = 4%; E = 33%; F = -35%; G = -7%; H = -9%; I = -1%
Fc1ccc(/C=N/c2c(-c3ccc(F)cc3)nc3n2CCS3)cc1
  A = 1%; B = 13%; C = 0%; D = -32%[57.1 µM]; E = -1%; F = ?; G = -22%; H = -4%; I = -5%
CCc1ccc(N2C(=O)C3NN=C(C(=O)OCc4ccccc4)C3C2=O)cc1 (stereo unspecified)
  A = -12%; B = 147%[activator]; C = -4%; D = -27%; E = 0%; F = ?; G = -11%; H = -8%; I = -1%
Cn1c(=O)c2c(nc(Cl)n2CCOc2ccccc2)n(C)c1=O
  A = 3%; B = -25%; C = 8%; D = -8%; E = 24%; F = .; G = -7%; H = 7%; I = -6%
Cc1ccccc1NC(=S)NNC(=O)c1csc2c1CCC(C)C2 (stereo unspecified)
  A = -18%; B = 1%; C = 15%; D = 8%; E = 9%; F = -10%[12.7 µM]; G = ?; H = -11%; I = -4%
COCC1CCN(Cc2nc(-c3cccs3)no2)C1 (stereo unspecified)
  A = -5%; B = 97%[activator]; C = 3%; D = -7%; E = -18%; F = .; G = -23%; H = -17%; I = -9%
COc1ccc(CCn2c(=O)[nH]c3cc(C(=O)N4CCN(c5ccccn5)CC4)ccc3c2=O)cc1OC
  A = 3%; B = 122%[activator]; C = 22%; D = ?; E = 0%; F = 20%[59 µM]; G = -4%; H = -8%; I = -1%
CCOC(=O)CSc1nnc(NC(=O)NC(C)C)s1
  A = -15%; B = -15%; C = -1%; D = -17%; E = 11%; F = -35%; G = -10%; H = -12%; I = -3%
COc1cc(Cl)c(C)cc1NC(=O)COc1ccccc1[N+](=O)[O-]
  A = -21%; B = -20%; C = 0%; D = 1%; E = -18%; F = 29%[0.501 µM]; G = -15%; H = ?; I = -5%
COc1cccc(CNC(=O)c2cc3cccc4c3n2CC(C)S4)c1OC (stereo unspecified)
  A = -17%; B = -15%; C = .; D = -4%; E = -16%; F = -33%[59 µM]; G = 60%[activator]; H = -9%; I = -12%
FC(F)(F)c1ccc(-c2nc(=S)[nH][nH]2)cc1
  A = 0%; B = 8%; C = 0%; D = -19%; E = 0%; F = 3.5µM*; G = -6%; H = -6%; I = -1%
COc1ccc(CNC(=O)c2cc3c(C)nc4ccccc4c3o2)c(OC)c1
  A = 9%; B = -22%; C = -1%; D = 2%; E = -3%; F = -10%; G = -9%; H = -8%; I = -9%
COc1cc(NC(=O)c2cc(Cl)nnc2Cl)cc(OC)c1OC
  A = 5%; B = -12%; C = 11%; D = -1%; E = 0%; F = 10%[0.0925 µM]; G = -4%; H = -5%; I = -1%
COc1ccccc1NC(=O)N1CCN(c2cc(-c3ccccc3)nc3ncnn23)CC1
  A = -9%; B = 21%; C = -5%; D = -4%; E = 14%; F = -38%; G = -21%; H = 7%; I = 1%
Cc1ccc(C)c(/C(O)=C2\C(=O)C(=O)N(CCCn3ccnc3)C2c2cccnc2)c1 (stereo unspecified)
  A = 6%; B = 0%; C = 1%; D = 79µM*; E = 10%; F = ?; G = -9%; H = -6%; I = -8%
Cc1cccc(CS(=O)(=O)CC2Nc3ccc(C(=O)NCc4ccccc4)cc3NC2=O)c1 (stereo unspecified)
  A = -11%; B = ?; C = .; D = 3%[57.1 µM]; E = ?; F = ?; G = -5%; H = ?; I = -7%
Cc1ccc2nc(-c3ccccc3)cc(C(=O)NCC(c3ccco3)N(C)C)c2c1 (stereo unspecified)
  A = -12%; B = ?; C = 5%; D = ?; E = .; F = ?; G = .; H = ?; I = .
COc1ccc(NC(=O)Cc2coc3cc(C)c(C(C)C)cc23)cc1S(=O)(=O)N1CCOCC1
  A = -10%; B = 1%; C = 0%; D = ?; E = 8%; F = 10µM*; G = -18%; H = -21%; I = -11%
COC(=O)N/N=C/c1ccc(-c2cccc(Cl)c2)o1
  A = -7%; B = 189%[activator]; C = 4%; D = ?; E = 13%; F = ?; G = -14%; H = -20%; I = 4%
Cc1c(C(=O)NC(C)CCc2ccccc2)cccc1[N+](=O)[O-] (stereo unspecified)
  A = -9%; B = -2%; C = -2%; D = -33%; E = ?; F = 48%[12.7 µM]; G = -13%; H = -16%; I = -1%
O=C1CC(c2ccco2)CC(O)=C1C=NCCO (stereo unspecified)
  A = -15%; B = 12%; C = 23%; D = 12%; E = -3%; F = 79µM*; G = -7%; H = 16%; I = 0%
COC(=O)N1CCC[C@@]2(CCN(C(=O)Nc3cccc(F)c3)C2)C1
  A = -10%[60.1 µM]; B = .; C = -2%; D = .; E = .; F = 1%[12.7 µM]; G = .; H = .; I = 0%
CC(=O)c1cccc(NC(=O)CO/N=C2/CCCc3nonc32)c1
  A = -10%; B = 131%[activator]; C = -2%; D = -18%; E = 1%; F = 8%[12.7 µM]; G = -19%; H = -1%; I = 0%
N#Cc1c(Cl)cccc1Oc1ccc(S(=O)(=O)Nc2ccccc2)cc1
  A = -12%; B = 34%[activator]; C = -6%; D = -3%; E = -19%; F = 0%; G = -6%; H = -24%; I = -17%
COc1ccc(CNC(=O)c2ccccc2NC(=O)C2=CSCCO2)c(OC)c1
  A = 6%; B = 2%; C = 14%; D = -30%; E = 10%; F = -8%; G = -6%; H = -20%; I = -3%
OCCCn1c(-c2ccccc2)nc(=S)c2c1CCCC2
  A = 9%; B = -14%; C = -8%; D = 2%; E = 71%; F = ?; G = -9%; H = -6%; I = 0%
Cc1cc(C(=O)COC(=O)c2ccc[nH]c2=O)c(C)n1-c1ccccc1F
  A = 5%; B = 25%; C = 4%; D = ?; E = 2%; F = 10%; G = -12%; H = -21%; I = -4%
CCN1C(=O)/C(=C\N2CCN(c3ccccc3)CC2)SC1=S
  A = 3%; B = 9%; C = 3%; D = ?; E = ?; F = ?; G = 0%; H = 12%; I = -8%
CC(C)N(Cc1nccn1C)C(=O)CC1C(=O)NCCN1Cc1ccc(F)cc1 (stereo unspecified)
  A = -1%; B = 7%; C = 66%[activator]; D = -37%; E = -13%; F = ?; G = -5%; H = -11%; I = -2%
Cc1cccc(C(=O)Nc2ccc3ccccc3c2)c1
  A = -22%; B = -19%; C = -2%; D = -9%; E = 0%; F = .; G = -1%; H = -1%; I = -7%
COc1ccc(N2CCN(C(=O)c3cnn(-c4ccc(OC)cc4)c3C3CCN(C(=O)OC(C)(C)C)CC3)CC2)cc1
  A = -7%; B = 41%[activator]; C = .; D = -12%[57.1 µM]; E = -10%; F = 14µM*; G = -4%; H = -24%; I = 1%
Cc1cc(C)c(-c2cc(C(=O)Nc3cc(C)ccc3C)[nH]n2)c(O)c1
  A = -3%; B = 22%; C = -4%; D = -7%; E = 1%; F = 20%; G = 4%; H = -17%; I = -8%
Cc1ccc(-n2cc(CNCCCn3ccnc3C)c(-c3ccc(F)cc3)n2)cc1
  A = -1%; B = 179%[activator]; C = 4%; D = ?; E = -10%; F = .; G = -13%; H = -8%; I = 10%
O=C(CCCn1c(=O)[nH]c2ccsc2c1=O)NCc1cccs1
  A = -9%; B = 2%; C = 19%; D = -9%; E = 21%; F = -36%[59 µM]; G = -8%; H = 7%; I = 2%
Cc1ccc(C(C)C)c(OCC(=O)N2CCC(c3nc4ccccc4o3)CC2)c1
  A = 3%; B = 56%[activator]; C = .; D = -18%; E = -22%; F = 31%[59 µM]; G = 153%[activator]; H = -25%; I = -11%

3 compounds from above, showing only Pol kappa inh, Apoferritin bind and Pol eta inh:
smiles | Pol kappa inh | Apoferritin bind | Pol eta inh
Cc1ccc(C(C)C)c(OCC(=O)N2CCC(c3nc4ccccc4o3)CC2)c1 | 3% | 153%[activator] | -25%
COc1ccc(N2CCN(C(=O)c3cnn(-c4ccc(OC)cc4)c3C3CCN(C(=O)OC(C)(C)C)CC3)CC2)cc1 | -7% | -4% | -24%
Cc1cc(C(=O)COC(=O)c2ccc[nH]c2=O)c(C)n1-c1ccccc1F | 5% | -12% | -21%

Not all compounds are listed. The share of hits here may be higher or lower than overall.
